GLP1R ag: GLP-1 receptor (human) agonism | P43220 | HEK293 GLP-1R CRE-luciferase, luminescence, 4-6 h; cells express a hypersensitive GLP-1R form | Potency, µM (titrated, usually from 45.6 µM), without a hit: at the highest dose activation, usual class: activators | hit rate 0.007% among 380,000 | AID 624172; also: % of control where 0% means no effect
Target sequence (P43220 whole entry, looked up): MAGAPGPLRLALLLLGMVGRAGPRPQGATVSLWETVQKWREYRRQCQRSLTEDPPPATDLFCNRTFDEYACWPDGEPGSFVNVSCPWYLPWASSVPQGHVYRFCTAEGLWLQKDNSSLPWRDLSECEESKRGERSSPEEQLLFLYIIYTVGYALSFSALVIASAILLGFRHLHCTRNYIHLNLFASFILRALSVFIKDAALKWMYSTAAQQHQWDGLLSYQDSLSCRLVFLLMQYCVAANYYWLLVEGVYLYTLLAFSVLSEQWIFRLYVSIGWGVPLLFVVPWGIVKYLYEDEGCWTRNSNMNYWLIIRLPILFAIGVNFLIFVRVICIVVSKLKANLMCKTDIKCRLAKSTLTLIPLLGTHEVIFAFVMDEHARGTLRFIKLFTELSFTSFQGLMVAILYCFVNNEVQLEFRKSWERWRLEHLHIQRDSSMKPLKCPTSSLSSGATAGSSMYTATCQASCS
HT1080 IDH1KD tx: toxicity to HT-1080 IDH1 knockdown cells (counter line) | HT-1080 IDH1 knockdown viability, ATP luminescence, 48 h | hit rate 2% among 360,000 | Potency, µM (top dose mostly 46.1 µM), for inactives: at the top dose activity, negative = toxicity, usual class: cytotoxic | AID 686971;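 also: 0% = DMSO wells and -100% = cell-free medium wells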
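After a 2 h attachment period, IDH1KD HT-1080 cells took pin-transferred compound for 48 h at 37 °C; ATP-based luminescence after 10 min room-temperature reagent incubation reported viability.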
GLP-1R inv ag: inverse agonists of human GLP-1 receptor; P43220; HEK293 GLP-1R CRE-luciferase, luminescence, 24 h; GLP-1R form is constitutively active; Potency, µM (titrated, usually from 38.3 µM), without a hit: at the top dose activity change, negative = inhibition, actives largely listed as inhibitors; hit rate 1.6% among 410,000; also: % is scaled to controls: 0 for no effect and ±100 for the full control effect; nearly all actives have a fitted effect of over 55% in size
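Constitutively active GLP-1R drives a cAMP-responsive luciferase in stably transfected HEK293 cells; test compounds are added after overnight (12 h) attachment and left 24 hr, and signal loss in luminescence marks inhibition.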
SW480 rereplic: inducers of DNA re-replication in SW480 colon cancer cells; SW480 DNA re-replication, Hoechst DNA content imaging, 48 h; Potency, µM (highest dose often 46.1 µM), for the others: top-dose re-replication activation, hits mostly activators; hit rate 1.8% among 340,000; also: % of control where 0% means no effect; nearly all actives have a fitted effect of over 55% in size
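Image-based DNA-content assay: after two days of treatment, nuclei were labelled with the DNA dye Hoechst and imaged, and hits were compounds raising the count of nuclei showing high fluorescence intensity.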
HT1080NT lethal: kills 2HG-producing HT-1080-NT fibrosarcoma cells. HT-1080-NT fibrosarcoma viability, CellTiter-Glo ATP luminescence, 48 h. hit rate 1.6% among 360,000. AID 686970. Potency, µM (series often up to 46.1 µM), for inactives: at the highest dose activity, negative = less viability, hits mostly cytotoxic;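 also: NT is the 2HG producing partner of a matched IDH1 knockdown line; 0% = DMSO-treated cells and -100% = media-only wells without cells; nearly all actives have a fitted effect of over 55% in size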
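Viability by CellTiter-Glo luminescence after 48 h compound exposure at 37C of HT-1080-NT cells (750/well, RPMI, 5% FBS). % activity scaled between DMSO wells and medium-only wells, then curve-fitted and categorized by curve class.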
KB-V1 cytotox: kills drug-selected multidrug resistant KB-V1 cells; KB-V1 MDR cells viability, CellTiter-Glo, 72 h; Potency, µM (titrated, usually from 46.1 µM), without a hit: top-dose activity change, negative = cytotoxicity, actives largely listed as cytotoxic; hit rate 3.4% among 400,000; also: % is scaled to controls: 0 for no effect and ±100 for the full control effect; nearly all actives have a fitted effect of over 60% in size
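Readout: CellTiter-Glo luminescence, 10 min after addition. Cells: KB-V1 MDR subline, 72 h at 37 degrees C with compound. Analysis: corrected, normalized data fitted to concentration-effect curves.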
HEK293 tox: cytotoxic in the GLP-1 receptor inverse agonist counter-screen | HEK293 cAMP-luciferase reporter cells, luminescence, 24 h | Potency, µM (doses to about 38.3 µM), for the others: at the top dose activity change, negative = inhibition, actives largely listed as inhibitors | hit rate 0.13% among 410,000 | AID 624418;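 also: loss of luciferase light is scored as toxicity; % is scaled to controls: 0 for no effect and ±100 for the full control effect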
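Seeding density was 200 cells/uL; after overnight-length (12 h) culture, 23 nL compounds went on for 24 h at 37 °C. Readout used a luciferase detection reagent, luminescence taken after 12 min at room temperature.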
KB-3-1 cytotox: KB-3-1 parental cell cytotoxicity; KB-3-1 viability, CellTiter-Glo ATP luminescence, 72 h; Potency, µM (doses to about 46.1 µM), without a hit: at the highest dose activity change, negative = cytotoxic, actives largely listed as cytotoxic; hit rate 1.4% among 400,000; AID 1347075; also: % is scaled to controls: 0 for no effect and ±100 for the full control effect; nearly all actives have a fitted effect of over 60% in size
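KB-3-1 cells, DMEM (no phenol red) + 10% FBS; compound by pin transfer, 72 h, 37 °C. Readout: CellTiter-Glo luminescence after 10 min. Data normalized, curve-fitted.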
TDP-43 yeast inh: inhibitors of TDP-43 toxicity in yeast; TDP-43 expressing yeast growth rescue, BacTiter-Glo, 24 h; Potency, µM (titrated, usually from 46.1 µM), for the others: at the top dose growth rescue (activation), most hits filed as activators; hit rate 1.8% among 410,000; AID 652104; also: % of control where 0% means no effect; nearly all actives have a fitted effect of over 50% in size
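Yeast cells expressing TDP-43 under galactose induction are exposed to compounds for 24 hr at 30 deg C. BacTiter-Glo luminescence measures growth, so protective compounds score as activators.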
Active calls of the source: *; ? = inconclusive; . = no result given; [ ] = remark or other dose. Calls follow the shape of the dose curve; as a rule, active = well fitted curve in the direction sought with a large enough effect; inconclusive = small, poorly fitted or top-dose-only effect, or another doubt; inactive = no such curve, though single readings can be large; an effect the other way counts as inactive or inconclusive. Potency is read from the fitted curve at half-maximal effect.

SMILES	GLP1R ag	HT1080 IDH1KD tx	GLP-1R inv ag	SW480 rereplic	HT1080NT lethal	KB-V1 cytotox	HEK293 tox	KB-3-1 cytotox	TDP-43 yeast inh
COc1cccc(C(C)NC(=O)c2c(F)cccc2Cl)c1 (stereo not given)	0.5%	12.5%	-7.6%	13.1%	-0.4%	5.6%	-8.1%	-3.0%	-3.2%
O=C(CSCc1ccc(Br)cc1)Nc1ccccc1C(=O)N1CCOCC1	-1.3%	12.6%	-14.1%	0.4%	2.8%	.	-4.3%	.	13.1%
COc1ccc(C(=O)N/N=C/c2ccc(OC(=O)c3cccc4ccccc34)c([N+](=O)[O-])c2)cc1	-18.0%	?	-6.5%	6.9%	-26.3%	2.1%	-29.3%	6.6%	10.1%
CCN(CC(=O)Nc1ccc(NC(C)=O)cc1)C(=O)COc1ccccc1-c1ccccc1	0.0%	-4.2%	-25.7%	-2.7%	-7.2%	0.0%	-20.8%	-1.7%	-23.0%
C=CCn1c(SCC(=O)NCCc2ccccc2)nnc1C(C)NC(=O)c1cccs1 (stereo not given)	-3.6%	10.3%	0.0%	-10.3%	7.8%	?	-19.7%	5.0%	-15.9%
Cc1cc(NC(=O)CN2CCN(S(=O)(=O)c3ccc4ccccc4c3)CC2)no1	-3.6%	-3.5%	-29.1%	-5.6%	-4.5%	-17.0%	0.6%	-0.8%	10.2%
O=C1CN(S(=O)(=O)c2ccccc2)c2ccccc2N1	-1.3%	-1.9%	0.5%	5.3%	0.7%	-15.8%	5.7%	-16.1%	-2.7%
COc1ccc(-c2ccc(=O)n(CC(=O)Nc3nnc(C(C)C)s3)n2)cc1OC	4.6%	-0.9%	157.2%[activator]	-4.6%	6.9%	12.5%	-2.3%	-4.0%	20.5%
NS(=O)(=O)c1ccc(N/N=C/c2ccc3c(c2)OCO3)c([N+](=O)[O-])c1	6.9%	1.4%	30.7%	-3.3%	-1.3%	8.3%	-3.4%	1.2%	5.8%
O=C(O)[C@H](Cc1c[nH]c2ccccc12)Nc1ncccc1[N+](=O)[O-]	-3.1%	-11.3%	-11.4%	-5.4%	-7.3%	1.2%	-7.5%	-1.8%	4.2%

3 of the entries above in order of their number in SW480 rereplic, high to low:
| Compound | SW480 rereplic |
| --- | --- |
| COc1ccc(C(=O)N/N=C/c2ccc(OC(=O)c3cccc4ccccc34)c([N+](=O)[O-])c2)cc1 | 6.9% |
| COc1ccc(-c2ccc(=O)n(CC(=O)Nc3nnc(C(C)C)s3)n2)cc1OC | -4.6% |
| O=C(O)[C@H](Cc1c[nH]c2ccccc12)Nc1ncccc1[N+](=O)[O-] | -5.4% |

Later entries.
SMILES	GLP1R ag	HT1080 IDH1KD tx	GLP-1R inv ag	SW480 rereplic	HT1080NT lethal	KB-V1 cytotox	HEK293 tox	KB-3-1 cytotox	TDP-43 yeast inh
Cc1ccc(C2c3c(-c4ccccc4O)n[nH]c3C(=O)N2CCCO)cc1 (stereo not given)	.	.	-16.0%	.	.	4.4%	-11.2%	-0.6%	-17.3%
COc1ccc(C(C(=O)NC(C)(C)C)n2c(-c3ccc(=O)[nH]c3)nc3ccccc32)cc1 (stereo not given)	.	8.2µM*	-24.6%	.	13µM*	-22.1%	-8.0%	?	12.9%
Cc1ccc(CSC2=NCCN2C(=O)c2ccc([N+](=O)[O-])cc2)cc1	2.6%	18.8%	12.4%[0.307 µM]	-2.9%	15.2%	8.9%	-0.8%[0.307 µM]	3.4%	-20.8%
Cc1ccc(C(=O)Nc2cc(-c3cn4cccnc4n3)ccc2C)cc1C	-0.5%	.	5.3%	.	.	0.0%	-0.5%	0.9%	-0.3%
COc1cc(C2=NOC(C(=O)N3CCN(c4ccc(F)cc4)CC3)C2)cc(OC)c1OC (stereo not given)	1.6%	-1.2%	-7.1%	-2.3%	-2.8%[9.24 µM]	-3.0%	3.5%	-15.1%	24.4%
Cc1[nH]nc2nc(SCC(=O)NC3CCCCC3)n(-c3ccc(Br)cc3)c(=N)c12	10.3%	?	0.2%	?	-3.8%	1.2%	-7.3%	?	6.5%
COc1cccc(NS(=O)(=O)c2ccc3[nH]cc(C(=O)NC4CC4)c(=O)c3c2)c1	-0.7%	?	0.0%	0.0%	?	?	9.4%	?	-1.2%
COc1ccc(-c2ccc(C(=O)NCc3ccc(C(F)(F)F)cc3)c3occc23)c(C)c1	4.0%	?	?	.	?	-24.1%	0.3%	-11.2%	14.2%
COc1ccc(CCC(=O)NCCc2nc3ccccc3[nH]2)cc1	8.7%	11.1%	-11.2%	-13.8%	10.8%	9.1%	0.5%	-8.5%	-12.4%
O=C(CC(Nc1ccccc1Cl)C(=O)O)c1ccccc1 (stereo not given)	-0.7%	11.4%	-27.9%	?	-4.8%	3.6%	-8.3%	3.2%	3.6%
COc1ccccc1NC(=O)CSc1oc(-c2cccs2)nc1S(=O)(=O)c1ccc(C)cc1	.	.	-28.6%	.	.	-10.2%	-9.7%	3.3%	19.2%
COc1ccc(N=C2C(=S)N(c3ccc(OC)cc3)C(=NS(=O)(=O)c3ccccc3)N2c2ccccc2)cc1	-1.1%	11.3%	-23.3%	-0.9%	-3.2%	?	-12.5%	5.6%	0.0%
CC(C)Oc1cccc(C(=O)C2CCCN(C(=O)c3ccccn3)C2)c1 (stereo not given)	10.5%	-1.8%	1.0%	-22.8%	11.4%	-6.9%	-11.1%	0.0%	10.1%
Cc1cc(NC(=O)CN(C)CC(=O)Nc2ccc(F)c(F)c2F)no1	-3.4%	0.6%	-2.9%	-10.3%	-1.9%	?	-11.0%	1.0%	2.0%
Nc1nncn1C(=O)c1cc(Br)ccc1Cl	-9.1%	11.0%	9.1%	8.4%	-4.5%	6.3%	13.8%	0.0%	-3.1%
COc1ccccc1N1C(=O)C2C(C(=O)c3ccccc3)=NN(c3ccccc3)C2C1=O (stereo not given)	1.4%	1.0%	-21.1%	-11.2%	-9.8%	1.4%	89.4%[activator]	-8.9%	-7.3%

Full records, looked up by structure. Order of screens: GLP1R ag	HT1080 IDH1KD tx	GLP-1R inv ag	SW480 rereplic	HT1080NT lethal	KB-V1 cytotox	HEK293 tox	KB-3-1 cytotox	TDP-43 yeast inh
`NS(=O)(=O)c1ccc(N/N=C/c2ccc3c(c2)OCO3)c([N+](=O)[O-])c1` is listed as 6.9%	1.4%	30.7%	-3.3%	-1.3%	8.3%	-3.4%	1.2%	5.8%
`COc1ccc(C(C(=O)NC(C)(C)C)n2c(-c3ccc(=O)[nH]c3)nc3ccccc32)cc1` (stereo not given) is listed as .	8.2µM*	-24.6%	.	13µM*	-22.1%	-8.0%	?	12.9%
`Cc1cc(NC(=O)CN2CCN(S(=O)(=O)c3ccc4ccccc4c3)CC2)no1` is listed as -3.6%	-3.5%	-29.1%	-5.6%	-4.5%	-17.0%	0.6%	-0.8%	10.2%

Screens: PubChem, National Center for Advancing Translational Sciences (NCATS)

This is a random part of the collection; any-hit rate near 9.4%.
